RNase H inhibition – RNase H inhibition, HIV 1 Gag Pol polyprotein, FRET biochemical assay, screening (AID 372). inhibition, % at 10 µM; hits with a dose series show IC50 in µM. HIV-1 RT RNase H, FRET RNA/DNA substrate fluorescence; higher % means a stronger effect. actives 0.77% (n = 100,000); in the data active = inhibition above about 50%
The depositor's hits bear a star. These rows are one share of the data; the hit share may differ from the screen's.

| structure | RNase H inhibition |
| --- | --- |
| COc1ccc(CN2CCN(Cc3cccn3C)CC2)c(OC)c1OC | 8% |
| O=C(Cc1ccccc1)Nc1ccc(N2CCOCC2)c(Cl)c1 | 0% |
| N#C/C(=C/c1ccc(Cl)cc1Cl)C(=O)NCc1ccccc1 | 32% |
| Oc1ccc(Cl)cc1/C=N/Nc1nc2ccccc2s1 | 8% |
| O=C1NC(=O)/C(=C\c2ccc(O)c(Br)c2)S1 | 14% |
| CC(C)(C)c1ccc(C(=O)N2CCN(Cc3ccccc3)CC2)cc1 | 13% |
| CCCCC1(C)OC(=O)C(=Cc2ccc(Br)o2)C(=O)O1 (stereo unspecified) | 8% |
| O=C(c1cc2n(n1)C(C(F)(F)F)CC(c1ccc3c(c1)OCO3)N2)N1CCN(C(c2ccccc2)c2ccccc2)CC1 (stereo unspecified) | 0% |
| Cc1ccc(OCCOc2ccccc2/C=C2\SC(=O)NC2=O)c(C)c1 | 28% |
| Cc1nc(CN2C(=O)c3ccccc3C2=O)cs1 | 17% |

| structure | RNase H inhibition |
| --- | --- |
| CS(=O)(=O)N1CCN(Cc2ccccc2F)CC1 | 0% |
| COc1ccc(OC)c(C(O)c2nccn2C)c1 (stereo unspecified) | 10% |
| COc1ccc(C2CC(=O)C3=C(C2)Nc2ccccc2NC3c2cccc(Cl)c2Cl)cc1OC (stereo unspecified) | 16% |
| CC(C)(CO)C(O)C(=O)NCc1ccc(C(=O)O)cc1 (stereo unspecified) | 0% |
| CC(C)(C)c1ccc(C(=O)Nc2ccccc2Br)cc1 | 14% |
| Cc1ccc(-c2cc(NC(=O)c3cccs3)n[nH]2)cc1 | 6% |
| CC1=CC(C)(C)N(C(=O)/C=C/c2ccccc2)c2ccccc21 | 35% |
| COc1cccc(C2NS(=O)(=O)N=C2N)c1 (stereo unspecified) | 25% |
| Cc1cc(C(=O)Nc2ccc(C(N)=O)cc2)ccc1[N+](=O)[O-] | 3% |
| Cc1ccc(C(=O)NC(=S)Nc2cccc(-c3nc4cc(Cl)ccc4o3)c2C)cc1C | 10% |

| structure | RNase H inhibition |
| --- | --- |
| O=c1[nH]c(O)c(C=NCC2CCCO2)c(=O)[nH]1 (stereo unspecified) | 11% |
| CCOc1cc(/C=C(\C#N)c2nn(CCO)c(N)c2C#N)cc(Br)c1OC | 9% |
| O=C(O)c1cccc(-c2ccc(/C=C3\SC(=S)N(c4ccc([N+](=O)[O-])cc4)C3=O)o2)c1 | 12% |
| O=C(NCCCN1CCOCC1)c1ccc([N+](=O)[O-])cc1 | 6% |
| O=C(Nc1ccc2c(c1)OCO2)c1c(F)c(F)c(F)c(F)c1F | 6% |
| CCOc1ccc(C2=NN(c3cccc(F)c3)C(c3ccc(OC)cc3)C2)cc1 (stereo unspecified) | 21% |
| COC(=O)c1ccc(C(=O)OC)c(NC(=O)CC(c2ccccc2)c2ccccc2)c1 | 3% |
| O=C(O)CSCC(=O)c1ccccc1 | 0% |
| CC1=C(C(=O)OCCOc2ccccc2)C(c2coc3ccc(Cl)cc3c2=O)C2=C(CCCC2=O)N1 (stereo unspecified) | 6% |
| CC1=C(C(=O)N/N=C/c2c(O)ccc3ccccc23)Sc2ccccc2N1 | 12% |

| structure | RNase H inhibition |
| --- | --- |
| O=C(Nc1ncccn1)c1ccc(Cl)s1 | 2% |
| N#C/C(=C/c1ccccc1[N+](=O)[O-])C(=O)Nc1cccc(Br)c1 | 5% |
| COc1ccc2c(C=Nc3c(C)n(C)n(-c4ccccc4)c3=O)c(O)n(-c3ccccc3C)c(=O)c2c1 | 25% |
| CCCCOc1ccccc1NC(=O)C(c1ccccc1)c1ccccc1 | 6% |
| CCOC(=O)C1=C(C)N=c2s/c(=C\c3ccc(OC)c(I)c3)c(=O)n2C1c1ccc(OC)cc1 (stereo unspecified) | 25% |
| COc1ccc(-c2noc(-c3ccc(C)c([N+](=O)[O-])c3)n2)cc1 | 9% |
| O=C(Nc1ccc(F)c([N+](=O)[O-])c1)c1cccs1 | 2% |
| O=C(O)C1C2CCC(C2)C1C(=O)Nc1nncs1 (stereo unspecified) | 1% |
| C/C(=N\NC(=O)c1ccoc1C)c1ccc([N+](=O)[O-])cc1 | 0% |
| Oc1ccccc1C=Nc1ccc(Cl)cc1Cl | 6% |

| structure | RNase H inhibition |
| --- | --- |
| c1ccc2c(c1)ccc1nc(-c3ccc4c(c3)OCO4)c3c(c12)CCC3 | 1% |
| Cc1c(Nc2ccc(Cl)cc2C(=O)c2ccccc2)nc2ccc(Cl)cc2c1-c1ccccc1 | 7% |
| Cc1ccc(N2C(=O)CC(N3CCCN(C)CC3)C2=O)cc1 (stereo unspecified) | 7% |
| COc1ccc(/C=C/C(=O)NCc2ccc(Cl)cc2)cc1 | 1% |
| O=C(Nc1ccc(C(=O)N2CCOCC2)cc1)c1ccccc1Cl | 12% |
| CCC1(c2ccccc2)OC(=O)C2C3CCCCC3=C3CCCCC3C21 (stereo unspecified) | 13% |
| Cc1c(Br)c(C(F)(F)F)nn1CC(=O)N(C)c1ccccc1 | 0% |
| CCN1C(=O)/C(=C\c2ccc(OCc3cccc4ccccc34)cc2)SC1=S | 8% |
| Cc1[nH]c(=O)cc2c1[nH]c1ccccc12 | 0% |
| CCOc1ccc(N2COc3ccc(Br)cc3C2)cc1 | 10% |

| structure | RNase H inhibition |
| --- | --- |
| O=C(Oc1c(Br)cc(Br)cc1/C=N/NC(=O)c1ccccn1)c1ccccc1 | 15% |
| Cc1ccccc1NC(=O)C(=O)NNC(=O)c1ccc(Cl)cc1 | 0% |
| CC(=O)c1c(C)nc2ccccc2c1-c1ccc(Cl)cc1 | 9% |
| Cc1ccc(Sc2nc3ccccc3cc2C=Nc2ccc(I)cc2)cc1 | 15% |
| COc1ccc(-c2cc(C(=O)N3CCN(C)CC3)c3ccccc3n2)cc1OC | 10% |
| O=C(NC(=S)Nc1ccc(-c2nc3ccccc3s2)cc1)c1ccc(F)cc1 | 0% |
| CCOC(=O)c1c(N)sc2c1CCN(Cc1ccccc1)C2 | 0% |
| Cc1cc2c(c(=O)o1)C(c1ccccc1Br)C(C#N)=C(N)O2 (stereo unspecified) | 5% |
| COc1ccc(OC)c(NC(=O)c2cccc(I)c2)c1 | 7% |
| Cc1cc(/C=C2/SC(=O)N(C)C2=O)c(C)n1-c1cccc(Cl)c1 | 23% |

| structure | RNase H inhibition |
| --- | --- |
| COC(=O)c1cc2ccccc2c(C=O)c1O | 0% |
| CC(C)(C)c1ccc(/C=N\NC(=O)c2cnccn2)cc1 | 1% |
| CCCCOc1ccccc1C1NC(=O)CCC1[N+](=O)[O-] (stereo unspecified) | 6% |
| COc1ccc(NC(=S)NC(=O)c2cccc(F)c2)c(OC)c1 | 16% |
| CC(C)(C)NC(=O)c1cc2ccccc2o1 | 28% |
| O=c1c2c(nc3c(-c4cccc5ccccc45)c[nH]n13)CCC2 | 8% |
| COC(=O)c1ccc(/C=N/NC(=O)COc2ccc(I)cc2)cc1 | 9% |
| Cc1ccc(C(C)C)cc1OCCCOc1cccc2cccnc12 | 23% |
| COc1cc2c(cc1OC)-c1nnc(-c3cccs3)n1C(C)(C)C2 | 1% |
| CCOC(=O)C(NC(=O)c1ccccc1)=C1C=C(C)OC(C)=C1 | 6% |

Compound,RNase H inhibition
O=C(/C=C/c1ccc(-c2ccc(Cl)cc2Cl)o1)c1ccccc1,13%
COc1ccc2c(c1)-c1c(sn(-c3ccc(OC)c(OC)c3)c1=S)C(C)(C)N2,19%
COc1ccc(NC(=O)CSC(N)=O)c(OC)c1,8%
CC1=C(C(=O)OCCc2ccccc2)C(c2ccccc2Br)CC(=O)N1 (stereo unspecified),13%
CC(=O)c1ccc(NC(=O)c2ccc(-c3ccc(Cl)cc3Cl)o2)cc1,12%
COc1cc(OC)cc(C(=O)N2CCN(C3CCCCC3)CC2)c1,5%
CN1C(=O)C2(c3ccccc31)N1CC3(C)CN2CC(C)(C1)C3=O (stereo unspecified),8%
Cc1cc(/C=C(\C#N)C(=O)Nc2ccc(F)cc2)c(C)n1-c1sc2c(c1C#N)CCCC2,9%
O=C(CCCN1CCN2CCCCCC2C1)c1ccc(F)cc1 (stereo unspecified),5%
CC(C(=O)NCc1ccncc1)N1C(=O)c2ccccc2C1=O (stereo unspecified),7%
OCCNCCOc1ccc(Cl)cc1,20%
C=CCOc1ccc(/C=N/NS(=O)(=O)c2ccc(Cl)cc2)cc1,3%
Cc1ccc(C)c(NC(=O)CCN2CCN(C=O)CC2)c1,11%
CCOc1ccc(C(=O)N(C(=O)c2ccc(OCC)cc2)c2ncccc2C)cc1,0%
O=C(Nc1ccc(Cl)cc1)Nc1ccc(-c2nc3ccccc3s2)cc1,17%
CCOC(=O)c1c(C)oc2ccc(NS(=O)(=O)c3cccc([N+](=O)[O-])c3)cc12,19%
c1cc2c(cc1CN1CCCCC1)OCO2,6%
CSc1ccc(S(=O)(=O)NCc2ccncc2)cc1,0%
COc1ccc(C2CC(=O)C3=C(C2)Nc2ccccc2NC3c2ccccc2C)cc1 (stereo unspecified),16%
O=C1NC(=O)N(c2ccc(Cl)cc2)C(=O)/C1=C\c1cc2c(cc1Br)OCO2,4%
COc1ccc(OC)c(C2/C(=C(\O)c3ccccc3)C(=O)C(=O)N2CCCCCC(=O)O)c1 (stereo unspecified),1%
CC(NC(=O)CN(c1cccc(Cl)c1)S(C)(=O)=O)c1ccccc1 (stereo unspecified),1%
CCCn1c(=S)[nH]c2c1c(=O)n(C)c(=O)n2C,48%
COc1ccc(-c2n[nH]c(=S)n2/N=C/C(C)=C/c2ccccc2)cc1,12%
CC(C)(C)NCCCCOc1cc(Cl)ccc1Cl,9%
CCOC(=O)c1sc(C)c2c(=O)n(CC(=O)NCc3ccccc3)c(C)nc12,0%
COc1cccc(N2C(=O)NC(=O)/C(=C/c3ccsc3)C2=O)c1,11%
COc1cc(OC)cc(C(=O)Nc2ccc(-c3nc4ccccc4o3)cc2)c1,16%
CCOC(=O)c1sc(NC(NC(=O)c2ccco2)C(=O)c2ccccc2)c(C(=O)OCC)c1C (stereo unspecified),11%
CN(C)CCNC(=O)c1cc(Cl)ccc1Cl,0%

Compound,RNase H inhibition
CCCN(CCC)C(=O)c1ccccc1,7%
CCOc1ccc(/C=C2\C(=O)NC(=S)N(c3cccc(Br)c3)C2=O)cc1Cl,2%
O=C(/C=C/Nc1ccc([N+](=O)[O-])cc1Br)c1ccco1,9%
CCOc1ccc2oc(-c3ccccc3)c(C(=O)N3CCN(C)CC3)c2c1,0%
CC(C)(C)C1CCc2c(sc(NC(=O)C(Sc3ccccc3)c3ccccc3)c2C#N)C1 (stereo unspecified),32%
CC1CCCCN1S(=O)(=O)c1cc(Cl)ccc1Cl (stereo unspecified),8%
CCOC(=O)C(C)Oc1cc2oc(=O)c(CC)c(C)c2cc1CC (stereo unspecified),11%
CCCCOC(=O)c1cccc(NC(=O)COc2ccccc2Cl)c1,3%
CCC12C(=O)C(CC)(C(c3ccccc3)=C1c1ccccc1)C1C(=O)N(c3ccccc3OC)C(=O)C12 (stereo unspecified),5%
CCOC(=O)C1=C(O)/C(=C/c2ccc(OCC(=O)Nc3ccc(C)cc3)cc2)N=C1C,5%
O=C(CNc1ccccc1Cl)c1ccc([N+](=O)[O-])cc1,12%
CCCCOc1ccc(/C=C2\N=C(c3ccc(Cl)cc3)OC2=O)cc1,17%
O=C(c1ccc(Cl)c([N+](=O)[O-])c1)N1CCCCC1,3%
O=C1SC(Nc2ccc(Cl)cc2)C(=O)N1c1ccccc1 (stereo unspecified),0%
CCn1c(=O)c(C(=O)NCc2ccc(Cl)cc2)c(O)c2ccccc21,3%
COC(=O)c1sc(NC(=O)/C=C/c2ccco2)c(C(=O)OC)c1C,7%
CCC(=O)Nc1nc2ccccc2n1Cc1ccc(Cl)cc1,18%
COc1cc(/C=C2/SC(=S)N(C)C2=O)ccc1OCc1ccc(Cl)c(Cl)c1,9%
O=S(=O)(N/N=C/c1cccc(F)c1)c1ccc(Cl)cc1,1%
CC(=O)c1cccc(NC(=O)COc2ccc(-c3ccc(C)cc3)cc2)c1,0%
COCCOC(=O)C1=C(C)N(C)C(=O)NC1c1ccc(Br)cc1 (stereo unspecified),10%
Cc1cccc(C)c1N1C(=O)C(Cl)=C(N2CCCC2)C1=O,7%
Cn1c(=O)c([N+](=O)[O-])c(N2CCN(c3ccccn3)CC2)c2ccccc21,7%
CC1=NN(c2ccc(C(=O)O)cc2)C(=O)/C1=C\c1ccco1,10%
COc1ccc(CNc2cc(C)ccc2C)cc1Br,19%
COc1ccc(S(=O)(=O)N(Cc2ccccc2)c2ccccc2C(=O)Nc2ccc(Cl)cc2Cl)cc1,21%
O=C(O)CCCNS(=O)(=O)c1ccc(Br)c(C(=O)O)c1,7%
CCOc1ccc(NC(=O)c2ccc(NC(C)=O)cc2)cc1,6%
CCOc1ccccc1NC1=C(Cl)C(=O)N(c2ccc(Br)cc2)C1=O,13%
N#CCSc1nnc(-c2ccccc2)c(-c2ccccc2)n1,18%

Compound,RNase H inhibition
CN1C(=O)/C(=C2/C(=O)N(CC(N)=O)c3ccccc32)SC1=S,1%
Cc1ccc(N=Cc2cccc(OCc3ccccc3)c2)cc1Br,7%
CCOC(=O)c1ccc(NC(=O)CN(CCc2ccccc2)S(=O)(=O)c2ccc(OC)cc2)cc1,7%
O=C1CC(N2CCN(c3ccccc3)CC2)C(=O)N1c1cc(Cl)cc(Cl)c1 (stereo unspecified),5%
Cc1ccc(-n2nc3cc(C)c(NC(=O)c4ccc(Cl)c([N+](=O)[O-])c4)cc3n2)cc1,38%
